Screening data from PubChem BioAssay.
MCF10A rerep – inducers of DNA re-replication in MCF 10A breast cells. MCF 10A DNA re-replication, Hoechst nuclear intensity, 48 h. Potency, µM (top dose mostly 46.1 µM), for inactives: top-dose activity, positive = re-replication, usual class: activators. actives 2.9% (n = 350,000). AID 624296; also: potency is read from the fitted curve at half-maximal effect; % of control where 0% means no effect; nearly all actives have a fitted effect of over 50% in size
HT1080 IDH1KD tx – toxicity to HT-1080 IDH1 knockdown cells (counter line). actives 2% (n = 360,000). AID 686971. Potency, µM (titrated, usually from 46.1 µM), without a hit: top-dose activity, negative = toxicity, most hits filed as cytotoxic. HT-1080 IDH1 knockdown viability, ATP luminescence, 48 h;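 also: potency is read from the fitted curve at half-maximal effect; 0% = DMSO wells and -100% = cell-free medium wells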
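Luminescent ATP read-out (CellTiter-Glo, 10 min at room temperature) after 48 h compound exposure at 37 °C gave viability of IDH1-knockdown HT-1080 cells. Activity was normalised to DMSO and cell-free wells, then fitted as concentration-response curves.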
KB-V1 MDR tox – kills drug-selected multidrug resistant KB-V1 cells; KB-V1 MDR cells viability, CellTiter-Glo, 72 h; Potency, µM (doses to about 46.1 µM), without a hit: at the highest dose activity change, negative = cytotoxicity, usual class: cytotoxic; actives 3.4% (n = 400,000); also: potency is read from the fitted curve at half-maximal effect; % is scaled to controls: 0 for no effect and ±100 for the full control effect; nearly all actives have a fitted effect of over 60% in size
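Cytotoxicity toward P-gp-expressing KB-V1 cells was determined as loss of CellTiter-Glo luminescence after 72 h at 37 degrees C. Compounds were tested in quantitative HTS format across a concentration range, with curves fitted to normalized data.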
IL1B secr inh – inflammasome signaling inhibition, IL-1 beta readout. THP-1 LPS/ATP IL-1B secretion, AlphaLISA, 16 h; hits give low values. activity change, % at 57.5 µM. actives 4.7% (n = 360,000). AID 743279; in the data active = activity change below about -50%; inconclusive = mostly about -30% to -49%; also: % is scaled to controls: 0 for no effect and ±100 for the full control effect
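Secreted IL-1B measured by AlphaLISA bead assay after 16 h compound exposure of THP-1 cells; compounds (final up to 57.5 uM) added 1 h before LPS (250 ng/mL) and ATP (1.25 mM) stimulation; lower signal means less secretion.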
S2 tox – viability counter-screen for ATXN expression inhibitors. S2 cells (HEK-293 line with an ATXN2-luciferase reporter) viability, CellTiter-Fluor protease fluorescence, 24 h. Potency, µM (titrated, usually from 56.7 µM), actives largely listed as cytotoxic. actives 0.49% (n = 400,000); also: potency is read from the fitted curve at half-maximal effect; nearly all actives have a fitted effect of over 40% in size
SW480 rerep – DNA re-replication induction in SW480 cells; SW480 DNA re-replication, Hoechst DNA content imaging, 48 h; Potency, µM (highest dose often 46.1 µM), inactives show top-dose re-replication activation, hits mostly activators; actives 1.8% (n = 340,000); AID 624297; also: potency is read from the fitted curve at half-maximal effect; % of control where 0% means no effect; nearly all actives have a fitted effect of over 55% in size
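Treated cells incubate 48 hr (37 C, 5% CO2), are stained 40 min with Hoechst, and nuclear fluorescence is enumerated; a rise in nuclei with high DNA signal marks re-replication.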
ATXN2 expr inh – ATXN2 expression inhibition; HEK-293 ATXN2-luciferase reporter, luminescence, 24 h; Potency, µM (series often up to 57 µM), for inactives: at the highest dose activity change, negative = inhibition, actives largely listed as inhibitors; actives 0.72% (n = 360,000); AID 1745845; also: potency is read from the fitted curve at half-maximal effect; % is scaled to controls: 0 for no effect and ±100 for the full control effect; nearly all actives have a fitted effect of over 55% in size
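ATXN2-luciferase reporter cells (luciferase flanked by upstream and downstream ATXN2 gene portions) were treated 24 h at 37 °C with compounds at up to 57 uM. SteadyGlo luminescence gave expression; GF-AFC fluorescence gave viability.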
HT1080NT lethal – kills 2HG-producing HT-1080-NT fibrosarcoma cells. HT-1080-NT fibrosarcoma viability, CellTiter-Glo ATP luminescence, 48 h. Potency, µM (doses to about 46.1 µM), inactives show at the highest dose activity, negative = less viability, usual class: cytotoxic. actives 1.6% (n = 360,000);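 also: NT is the 2HG producing partner of a matched IDH1 knockdown line; potency is read from the fitted curve at half-maximal effect; 0% = DMSO-treated cells and -100% = media-only wells without cells; nearly all actives have a fitted effect of over 55% in size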
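HT-1080-NT; 750 cells/well; 5% FBS RPMI; 48 h compound, 37 degrees C; CellTiter-Glo luminescence; curve fitting and curve-class assignment.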
KB-3-1 cytotox – KB-3-1 parental cell cytotoxicity | KB-3-1 viability, CellTiter-Glo ATP luminescence, 72 h | Potency, µM (top dose mostly 46.1 µM), inactives show at the highest dose activity change, negative = cytotoxic, most hits filed as cytotoxic | actives 1.4% (n = 400,000) | AID 1347075; also: potency is read from the fitted curve at half-maximal effect; % is scaled to controls: 0 for no effect and ±100 for the full control effect; nearly all actives have a fitted effect of over 60% in size
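Using CellTiter-Glo luminescence, growth of non-resistant KB-3-1 adenocarcinoma cells is assessed 72 h after pin-tool compound addition at 37 °C. Normalized responses across the concentration series yield fitted curves.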
Numbers without * were called inactive; i = inactive; ? = inconclusive; nt = no result given; [ ] = remark or other dose. Unless noted, calls follow the shape of the dose curve; as a rule, active = well fitted curve in the direction sought with a large enough effect; inconclusive = small, poorly fitted or top-dose-only effect, or another doubt; inactive = no such curve, though single readings can be large; an effect the other way counts as inactive or inconclusive. Hits appear at their usual frequency (roughly 11% active in at least one column).

molecule,MCF10A rerep,HT1080 IDH1KD tx,KB-V1 MDR tox,IL1B secr inh,S2 tox,SW480 rerep,ATXN2 expr inh,HT1080NT lethal,KB-3-1 cytotox
COC(=O)c1ccccc1NC(=O)c1ccc2c(c1)CC(C)O2 (centres undefined),-16%,-6%,-18%,16,?,6%,19%,-13%,6%
CSCCC1NC(=O)N(C(C)C(=O)Nc2cc(Cl)cc(Cl)c2)C1=O (centres undefined),-2%,-1%,?,-14,i,-4%,-12%,-20%,-7%
COCCNC(=O)CN(CC1CCCO1)C(=O)CCC(=O)Nc1ccccn1 (centres undefined),-2%,12%,13%,3,i,-6%,1%,22%,19%
CC12CCC(=O)N1C(C(=O)N1CCN(c3cccc(Cl)c3)CC1)CS2 (centres undefined),12%,11%,-30%,23,i,-4%,-7%,10%,9%
O=C(O)CCc1nn2cc(-c3ccccc3)nc2[nH]c1=O,-1%,19%,?,36,i,-7%,6%,18%,19%
C/C(=N\Nc1ccc(Cl)cc1)c1ccncc1,-21%,-23%,16%,-7,i,2%,21%,?,7%
Cc1ccc(NC(=O)CSCC(=O)NNC(=O)c2ccoc2C)cc1,-3%,12%,1%,0,i,0%,1%,5%,-7%
O=C(CCN1C(=O)[C@@H]2Cc3ccccc3CN2C1=O)NCc1ccccc1,7%,15%,-6%,3,i,-5%,nt,16%,2%
CC(C)N(C(=O)CSc1nc2ccccc2n1-c1ccccc1)C(C)C,?,?,-15%,-18,i,?,-13%,?,0%
COc1ccc(NC(=O)c2cc(-c3ccco3)on2)cc1OC,12%,-2%,?,-16,i,-2%,10%,-6%,-7%
Cc1ccc(S(=O)(=O)NCC(=O)OCC(=O)c2c(N)n(C)c(=O)n(C)c2=O)cc1,-1%,8%,12%,4,i,nt,7%,2%,0%
COc1ccc(Cc2nc(-c3cccs3)no2)cc1,-8%,0%,23%,12,i,19%,28%,8%,18%
COc1ccc(N(CC(=O)NCc2ccco2)C(=O)CNS(=O)(=O)c2ccc(Cl)cc2)cc1,-4%,-1%,-14%,-16,i,-1%,-2%,-21%,-2%
CC(=O)N1c2ccc(S(=O)(=O)NCCC(=O)Nc3ccc(C)c(F)c3)cc2CC1C (centres undefined),12%,-5%,0%,55,i,-6%,-3%,1%,-4%
Cc1cccc(NC(=O)CN2C(=O)N/C(=C\c3ccc(N4CCOCC4)cc3)C2=O)c1,2%,8%,8%,4,?,0%,17%,13%,11%
O=C(N/N=C/c1sc(N2CCOCC2)nc1-c1ccccc1)c1cccc(S(=O)(=O)N2CCCC2)c1,15µM*,?,?,56,nt,5%,?,-4%,3.7µM*
O=C1NC2NC(=O)N(C(Cc3ccccc3)C(=O)O)C2N1 (centres undefined),6%,-1%,4%,10,i,-3%,-10%,-3%,-2%
O=C(O)C1CCN(C(=O)CCN2C(=O)S/C(=C\c3ccccc3)C2=O)CC1,12%,-4%,?,10,i,-3%,15%,5%,11%
O=c1oc2ccccc2cc1-c1nc2ccccc2o1,3%,-26%,7%,17,i,3%,41%[activator],0%,-11%
CCCC12CN3CC(C)(CN(C1)C3c1ccco1)C2=O (centres undefined),2%,3%,-7%,-15,i,-5%,-6%,-1%,-11%
CN1CCC(=NNC(=O)CN(c2ccccc2)S(=O)(=O)c2ccccc2)CC1,4%,11%,9%,18,i,-5%,-3%,9%,-6%
C[C@@H](OC(=O)N1CCCCC1)[C@H]1O[C@]2(C)CCCC[C@H]1O2,-23%,7%,0%,32,i,1%,11%,13%,11%
COC(=O)c1ccc(C2c3c(-c4ccccc4O)n[nH]c3C(=O)N2Cc2ccncc2)cc1 (centres undefined),nt,nt,?,nt,?,nt,0%,nt,7%
Cc1ccc2[nH]ccc(=O)c2c1,-1%,15%,-1%,23,i,-12%,6%,10%,0%
N#Cc1cccc(C(=O)OCC(=O)NC(=O)NC2CCCCC2)c1,-21%,18%,8%,0,i,-14%,3%,8%,5%
O=C(CSc1nc2ccccc2c(=O)n1Cc1ccco1)NCc1ccco1,?,8%[9.24 µM],-22%,-6,i,-3%,-7%,-8%,-2%
N#CC(OC(=O)c1ccccc1)c1cccc([N+](=O)[O-])c1 (centres undefined),-10%,4%,?,17,i,-13%,9%,-2%,19%
O=C(NN=Cc1ccc(O)cc1)c1ccccc1NS(=O)(=O)c1cccs1,-7%,3%,24%,-8,i,6%,17%,2%,19%
NC(=O)c1ccsc1NC(=O)COc1ccccc1,2%,?,13µM*,22,i,-7%,11%,-24%,-14%
Cc1cccn2c(=O)c(/C=C(\C#N)C(=O)NC3CCS(=O)(=O)C3)c(N3CCC(C(N)=O)CC3)nc12 (centres undefined),?,13%,3%,0,i,nt,1%,7%,2%
Cc1ccc(-c2cc(C(=O)N3CCN(C4CCS(=O)(=O)C4)CC3)c3ccccc3n2)cc1 (centres undefined),-8%,-8%,?,?,i,8%,4%,-19%,-9%
c1ccc(Cc2c(-c3ccccc3)nc3c4ccccc4ccn23)cc1,nt,8%,-15%,40,i,nt,17%,5%,5%
CC(=O)c1ccc(NC(=O)c2ccc3nc(C)sc3c2)cc1,1%,16%,-8%,-8,i,-8%,nt,14%,-1%
CCCCc1cc(=O)oc2cc(C)cc(OC(C)C(=O)NCc3ccncc3)c12 (centres undefined),-26%,-2%,-2%,?,i,2%,-1%,1%,-5%
CN(C(=O)CCc1nc(-c2ccccc2F)no1)c1ccc(Cl)cc1,nt,nt,-26%,nt,i,nt,2%,nt,2%
CCC1(c2ccccc2)NC(=O)N(CC(=O)Nc2cc(S(=O)(=O)N3CCCCC3)ccc2N(C)C)C1=O (centres undefined),?,-21%,1%,-30,i,?,-8%,-23%,8%
CCOc1cc(S(=O)(=O)N2CCCCCC2)ccc1F,-18%,-6%,6%,9,i,-3%,4%,12%,6%
CCn1nc(C)c2c(-c3ccccc3)cc(=O)n(C(C)C(=O)NCc3ccccc3OC)c21 (centres undefined),nt,nt,17%,nt,?,nt,?,nt,0%
Cc1ccccc1S(=O)(=O)N1C(c2ccc(Cl)cc2)CC=C(C(=O)O)C1c1cccc(Cl)c1 (centres undefined),nt,-15%,-13%,29,nt,nt,nt,-24%,-19%
CCc1ccc(OCCNC(=O)c2cccs2)cc1,?,-11%,-23%,-64*,i,-1%,11%,4%,-1%
COC(=O)CCC/C=C1/SCC(NC(=O)c2ccccc2)C1=O (centres undefined),?,-4%,?,3,i,1%,3%,-3%,1%
Cc1cc(C)n2nc(C(=O)OCC(=O)N(C)C3CCS(=O)(=O)C3)nc2n1 (centres undefined),2%,12%,5%,0,i,2%,1%,16%,?
Cc1ccc(C(=O)Nc2nc(-c3cccnc3)cs2)o1,10%,7%,?,-15,i,-8%,34%[activator],24%,23%
O=C(C=Cc1ccccn1)c1ccccc1O,?,-15%,?,-94*,nt,?,?,0%,?
CC1(C)N=C(c2ccccn2)C(C)(C)N1O,-3%,-5%,2%,7,i,5%,-1%,-5%,0%
CCCCC(CC)CO (centres undefined),7%,3%,23%,-12,i,-69%[inhibitor],-2%,-7%,0%
Cn1cccc1C(C#N)(CC#N)c1cccc(F)c1C#N (centres undefined),-1%,8%,22%,22,i,-2%,8%,10%,7%
Nc1c(-c2nc(-c3ccc4c(c3)OCO4)cs2)c2ccccn2c1C(=O)c1ccccc1,nt,nt,1%,nt,i,nt,5%,nt,-1%
CCOCCc1c(O)nc(SCC(=O)NCc2ccco2)[nH]c1=O,8%,-1%,4%,9,i,-4%,-4%,-1%,-5%
Cn1nc(-c2ccc3c(c2)OCCO3)c2ccccc2c1=O,7%,-1%,?,37,i,-18%,-11%,-15%,3%
Cc1cc(=O)[nH]c(SCC(=O)Nc2nc(-c3ccccc3)c(-c3ccccc3)o2)n1,2%,7%,?,-11,i,-9%,8%,17%,34%
CCN(CC(=O)Nc1ccc(OC)cc1)C(=O)c1cc2c(s1)CCCCC2,-3%,-14%,?,-6,i,4%,-10%,-13%,-6%
COC(=O)c1ccc(NC(=O)CSc2nnnn2C2CCCCC2)cc1,-1%,2%,-8%,11,i,-5%,-4%,-13%,-1%
CCCc1nnc(SCC(=O)Nc2nccs2)o1,-1%,17%,?,-10,i,-15%,-2%,-10%,10%
CC(C)(C)c1ccc(S(=O)(=O)NCC(=O)N2CCN(C(=O)c3ccco3)CC2)cc1,-2%,3%,9%,-2,i,-8%,3%,8%,4%
Nc1nonc1C(=O)NCCNc1ccc([N+](=O)[O-])cn1,6%,18%,1%,8,?,3%,-13%,3%,11%
O=C(c1ccc(N2CN(C(=O)c3ccco3)c3nc4ccccc4nc32)cc1)N1CCOCC1,3%,3%[9.24 µM],-19%,-59*,i,16%,1%,?,-15%
CCN(CC(=O)Nc1ccc(NC(C)=O)cc1)C(=O)c1cccc(S(=O)(=O)N2c3ccccc3CC2C)c1 (centres undefined),-1%,-10%,-4%,-20,i,-82%[inhibitor],6%,-22%,-8%
OCCNC(=S)Nc1ccc(Cl)c(Cl)c1,-34%[inhibitor],-17%,-28%,3,i,-30%[inhibitor],-20%,3%,-17%

An excerpt from above with just KB-V1 MDR tox, HT1080NT lethal and IL1B secr inh:
SMILES | KB-V1 MDR tox | HT1080NT lethal | IL1B secr inh
CCOc1cc(S(=O)(=O)N2CCCCCC2)ccc1F | 6% | 12% | 9
CCn1nc(C)c2c(-c3ccccc3)cc(=O)n(C(C)C(=O)NCc3ccccc3OC)c21 (centres undefined) | 17% | nt | nt
